GALK inhibitor: inhibitors of human galactokinase. P51570. Purified GALK, Kinase-Glo residual ATP luminescence. Potency, µM (highest dose often 57.5 µM), for inactives: at the highest dose activity change, negative = inhibition, actives largely listed as inhibitors. hit rate 0.007% among 270,000. AID 1868; further: potency means the concentration at half of the fitted maximal effect
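ATP-depletion format; final 35 uM ATP, 100 uM D-galactose, 5 nM enzyme; pH 8.0 HEPES/Mg2+ buffer; 60 min RT; luminescence read 10 min after detection reagent.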
BCR signal inh: blocks chronic active B-cell receptor signaling; ABC-DLBCL IkBa-CBG/CBR reporter, luminescence ratio, 4 h; AID 493014; Potency, µM (highest dose often 46.1 µM), inactives show at the highest dose ratio change, negative = lower green/red ratio, usual class: inhibitors; hit rate 0.05% among 340,000; active means well fitted inhibition curve with a large enough effect in the signal ratio, with a control signal flat, not every such curve was filed as active; inconclusive means small, poorly fitted or top-dose-only effect, or effect the other way, or a change in a side signal; the % refers to the signal ratio;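 further: potency means the concentration at half of the fitted maximal effect; plate controls were basal doxycycline-induced cells for no effect and cells given 10 µM MG132 for full effect; MG132 reads +100%, hits lower the ratio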
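TMD8 ABC-DLBCL cells carrying doxycycline-inducible green luciferase fused to IkappaBalpha plus unfused red luciferase were exposed to compounds (up to 46 uM) for 4 hrs at 37C. Activity came from the overlap-corrected green/red luminescence ratio.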
B2AR arrestin: beta2AR (human) beta-arrestin recruitment activity; P07550; beta-arrestin recruitment to beta2AR, cell-based reporter; Potency, µM (highest dose often 46.1 µM), without a hit: top-dose activation, actives largely listed as activators; hit rate 0.02% among 330,000; AID 492947;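 further: potency means the concentration at half of the fitted maximal effect; 0% = DMSO controls and full agonism = EC100 isoproterenol or metaproterenol; nearly all actives have a fitted effect of over 65% in size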
Target sequence (P07550 whole entry, looked up): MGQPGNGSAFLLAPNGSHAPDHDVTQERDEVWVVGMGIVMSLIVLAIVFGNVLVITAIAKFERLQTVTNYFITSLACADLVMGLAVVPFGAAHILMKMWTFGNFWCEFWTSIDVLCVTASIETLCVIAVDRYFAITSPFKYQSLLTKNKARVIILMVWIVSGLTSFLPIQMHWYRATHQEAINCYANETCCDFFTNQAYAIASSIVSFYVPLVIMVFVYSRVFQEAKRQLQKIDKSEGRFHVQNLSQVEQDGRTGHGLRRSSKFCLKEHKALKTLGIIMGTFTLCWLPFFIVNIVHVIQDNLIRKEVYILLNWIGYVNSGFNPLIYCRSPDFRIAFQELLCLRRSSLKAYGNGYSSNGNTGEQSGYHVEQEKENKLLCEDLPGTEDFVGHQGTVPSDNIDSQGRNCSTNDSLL
Giardia killer: kills Giardia lamblia; Giardia lamblia trophozoite viability; activity change, % at 7.66 µM, hits read low; hit rate 0.15% among 340,000; AID 540267; in the data active means activity change below about -80%; inconclusive means between about -30% and that limit;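 further: parasites exposed to compound for two days anaerobically before the ATP read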
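Killing of trophozoites was scored by loss of ATP luminescence after a 48 hrs anaerobic exposure to compounds at 37 deg C, using 100 cells per well.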
FBPA coupling cs: inhibits coupling enzyme system, counter-screen for aldolase hits | hit rate 0.67% among 290,000 | AID 2472 | coupling enzyme system counterscreen, AmpLite Red fluorescence | activity change, negative = inhibition, % at 58.2 µM, hits read low; in the data active means activity change below about -30%
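Activity here indicates interference with the coupling reaction, not aldolase inhibition. Compounds at 57.5 uM final met coupling enzymes for 10 min at RT; substrate and AmpLite Red detection followed, with a 525/598 nm fluorescence read after 20 min.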
KCNH2 WT inh: blocks the wildtype human KCNH2 potassium channel; U2OS, BacMam KCNH2, thallium flux FluxOr; hits give low values; activity change, % at 1.84 µM; hit rate 0.37% among 340,000;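 active means maximum activity change below -70%; inconclusive means maximum activity change between -70% and -50%; inactive means maximum activity change above -50%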
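U2OS cells transduced with wild-type KCNH2 virus are loaded with FluxOr dye for 45 min, and thallium flux is measured in kinetic reads before and after stimulation buffer. Rate constants are normalized to DMSO controls.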
PKM2 activator: activators of human pyruvate kinase M2; hit rate 0.34% among 260,000; purified PKM2, Kinase-Glo ATP luminescence, activation; response scale: 0% is enzyme alone, no compound; AID 1631; Potency, µM (doses to about 57.5 µM), inactives show at the top dose activation, actives largely listed as activators; further: potency means the concentration at half of the fitted maximal effect; nearly all actives have a fitted effect of over 55% in size
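ATP formation by purified human PK-M2, quantified via coupled luciferase luminescence after 1 h at room temperature with 0.1 mM ADP and 0.5 mM PEP final.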
Eya2 phos inh: blocks the phosphatase activity of human Eya2. O00167. recombinant Eya2, OMFP fluorescence dephosphorylation (OMFP is methylfluorescein phosphate). Potency, µM (doses to about 76.9 µM), inactives show at the top dose activity, negative = inhibition, actives largely listed as inhibitors. hit rate 0.006% among 330,000; further: potency means the concentration at half of the fitted maximal effect
Target sequence (O00167 whole entry, looked up): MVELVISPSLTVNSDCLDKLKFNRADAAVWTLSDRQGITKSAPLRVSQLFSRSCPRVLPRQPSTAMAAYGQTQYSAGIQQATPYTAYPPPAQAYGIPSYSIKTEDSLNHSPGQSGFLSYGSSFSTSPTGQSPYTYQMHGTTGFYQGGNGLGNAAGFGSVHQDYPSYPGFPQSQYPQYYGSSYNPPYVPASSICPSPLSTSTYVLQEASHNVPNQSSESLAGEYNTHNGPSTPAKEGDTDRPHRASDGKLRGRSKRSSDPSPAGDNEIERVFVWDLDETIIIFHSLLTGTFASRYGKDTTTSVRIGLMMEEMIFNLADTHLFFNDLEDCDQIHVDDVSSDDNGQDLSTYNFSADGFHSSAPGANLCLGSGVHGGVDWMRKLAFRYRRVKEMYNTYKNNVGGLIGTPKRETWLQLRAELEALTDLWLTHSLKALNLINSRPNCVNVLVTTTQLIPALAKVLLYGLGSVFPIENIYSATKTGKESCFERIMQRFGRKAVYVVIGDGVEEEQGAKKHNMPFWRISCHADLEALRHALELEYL
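Eya2 protein (added as 0.2 uM solution) was preincubated with compound for 10 min at ambient temperature in 50 mM HEPES pH 7.5, 50 mM NaCl, 5 uM MgCl2, 0.05% BSA, 1 mM DTT. OMFP (added at 50 uM) then reacted 10 min; fluorescence read at 485/525 nm.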
uPA generation: inhibitors of cell surface uPA generation | cell surface uPA generation assay, qHTS | Potency, µM (titrated, usually from 38.3 µM), without a hit: at the top dose activity change, negative = inhibition, hits mostly inhibitors | hit rate 0.31% among 330,000 | AID 540303; active means well fitted inhibition curve with a large enough effect; inconclusive means small, poorly fitted or top-dose-only effect; inactive means no such curve, though single readings can be large or run the other way; tested in mouse RAW 264.7 cells; further: potency means the concentration at half of the fitted maximal effect; nearly all actives have a fitted effect of over 55% in size
KCNH2 3.1 inh: inhibitors of human KCNH2 3.1 potassium channel isoform; hit rate 0.95% among 340,000; activity change, % (tested at about 1.8 µM); U2OS KCNH2 3.1, thallium flux FluxOr; hits give low values;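 active means maximum activity change below -70%; inconclusive means maximum activity change from -70% to -50%; inactive means maximum activity change above -50%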;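 further: thallium influx rate constant from kinetic fluorescence after stimulation buffer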
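Normalized rate constant (relative to positive and negative DMSO controls) derived from a 2 min kinetic fluorescence read after stimulation; U2OS cells expressing the 3.1 isoform via virus at 1.77 x 10^8 /mL.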
USP2a inh: USP2a (human) protease inhibition; Potency, µM (series often up to 38.3 µM), for the others: at the highest dose activity change, negative = inhibition, usual class: inhibitors; O75604; USP2 core, Ub-CHOP2 coupled fluorogenic reporter, 485/531; hit rate 0.01% among 330,000;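 further: potency means the concentration at half of the fitted maximal effect; plate controls were DMSO wells for no effect and full inhibition by NEM control for full effect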
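Cell-free coupled assay: 10nM USP2 core preincubated 30min RT with compound in Tris-HCl pH 8.0/CaCl2/CHAPS buffer, then 25nM Ub-CHOP2 and 25nM reporter substrate; fluorescence (Ex 485/Em 531) read after 60min RT, normalized to NEM inhibition, concentration-response curves fitted.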
Active calls of the source: *; ? = inconclusive; nt = not tested or not shown; & = joins results of further samples; [ ] = dose if it differs, or a comment. Unless noted, the call rests on the fitted dose curve; in most records, active means well fitted curve in the direction sought with a large enough effect; inconclusive means small, poorly fitted or top-dose-only effect, or another doubt; inactive means no such curve, though single readings can be large; an effect the other way counts as inactive or inconclusive. Unless noted, on the % scale 0 is the no-effect control and ±100 the full control effect. This is a subset (hit frequency here may not be typical).

SMILES	GALK inhibitor	BCR signal inh	B2AR arrestin	Giardia killer	FBPA coupling cs	KCNH2 WT inh	PKM2 activator	Eya2 phos inh	uPA generation	KCNH2 3.1 inh	USP2a inh
C=CCC[C@H](Cc1ccc(F)cc1)C(=O)OC[C@@H](NC(=O)[C@@H](CC=C)CC(=O)N[C@@H](CO)Cc1ccccc1)C(C)(C)C	nt	?	0.3%	-9.2	nt	-100.0*	nt	0.0%	0.7%	-17.4	-2.2%
COc1ccc(N2C(=O)/C(=C/c3cccs3)C(=O)NC2=S)cc1	nt	?	-0.4%	30.2[activator]	-0.6	3.6	14.1µM*	0.4%	-0.7%	19.5	2.5%
COC(=O)C1=C(c2ccc(F)cc2OCc2ccccc2)C[C@@H]2CC[C@H]1N2C(=O)NCc1ccc(OC)cc1	nt	1.9%	0.1%	-4.0	nt	-1.1	nt	9.9%	?	-44.1	1.7%
CC(=NCCc1c[nH]c2ccccc12)c1c(O)n(Cc2ccccc2)c(=O)[nH]c1=O	2.1%	?	0.0%	-10.5	-4.4	-1.8	7.7%	-9.9%	3.8%	4.6	-4.1%
COc1ccc(CNCCc2ccc(Cl)cc2)c(OC)c1OC	-1.7%	-9.5%	-0.5%	12.5	-0.6	7.8	-1.0%	-11.0%	-14.0%	2.5	0.7%
CCN(CC)C(=O)c1ccc(NC(=O)Cn2nc(C)c3ccccc3c2=O)cc1	-4.2%	?	-0.3%	7.7	1.8	-6.5	-0.8%	-31.2%	7.9%	-20.4	1.9%
CNC(=S)N1CCn2cccc2C1c1cccnc1 (centres undefined)	8.9%	8.1%	-0.2%	5.1	1.3	6.6	-0.1%	0.2%	-3.9%	-2.7	0.4%
O=C(NC1CONC1=O)OCC(Cl)(Cl)Cl (centres undefined)	0.9%	1.1%	-1.2%	-19.9	0.2	nt	-11.0%	3.3%	7.3%	8.8	4.6%
C#CC1(O)C=CC2C3CCC4=CC(=O)CCC4C3CCC21CC (centres undefined)	10.2%	?	0.2%	13.3	1.2	15.3	nt	7.8%	?	5.8	-0.8%
CC(Cc1cccs1)NCc1ccc(Cl)cc1 (centres undefined)	-1.1%	?	0.0%	14.7	2.2	1.5	-3.5%	-5.5%	0.9%	13.4	3.4%
C[N+]1(C)[C@@H]2CC[C@H]1CC(OC(=O)C(CO)c1ccccc1)C2 (some centres undefined)	0.9%	1.4%&3.0%	0.0%&-0.1%	5.5	0.0&1.5	21.5	-10.9%&1.8%	-9.7%&2.9%	6.3%	-8.0	1.7%&-0.1%
COc1ccccc1NC(=O)c1cn(CCC#N)nc1-c1cccc(Cl)c1	4.3%	-10.4%	-2.0%	26.3	-4.2	-1.2	3.8%	-2.3%	8.3%	-4.3	-0.1%
CC1CC(OP(O)(=S)c2ccc(N(C)C)cc2NC(=O)c2cccs2)CC(C)(C)C1 (centres undefined)	-2.9%	?	-0.3%	6.0	1.6	-1.2	-13.2%	-5.7%	7.5%	12.2	-1.8%
COc1ccc2[nH]cc(CCN)c2c1	nt	-1.6%	-1.7%	7.3	2.6&-0.4	0.9	-0.4%	3.0%&-17.7%	7.2%	1.8	-0.8%
CC12CN3CC(C)(CN(C1)C3c1ccncc1)C2=O (centres undefined)	3.0%	-3.2%	-0.6%	-5.7	-2.2	-2.9	-12.6%	-8.4%	-0.3%	1.7	-0.3%

The final two compounds of the part before are carried over, then new ones follow.
SMILES	GALK inhibitor	BCR signal inh	B2AR arrestin	Giardia killer	FBPA coupling cs	KCNH2 WT inh	PKM2 activator	Eya2 phos inh	uPA generation	KCNH2 3.1 inh	USP2a inh
COc1ccc2[nH]cc(CCN)c2c1	nt	-1.6%	-1.7%	7.3	2.6&-0.4	0.9	-0.4%	3.0%&-17.7%	7.2%	1.8	-0.8%
CC12CN3CC(C)(CN(C1)C3c1ccncc1)C2=O (centres undefined)	3.0%	-3.2%	-0.6%	-5.7	-2.2	-2.9	-12.6%	-8.4%	-0.3%	1.7	-0.3%
Cc1ccccc1N	nt	-1.8%	0.5%	-4.1	nt	-5.8	nt	12.7%	-5.9%	-1.5	0.4%
CCN(CC)c1ccc(/C=C2\C(=O)NC(=O)N(Cc3ccco3)C2=O)cc1	1.6%	-3.0%	-0.9%	-9.4	0.9	29.6	9.6%	-3.6%	3.9%	-2.0	2.6%
O=C(CCC(=O)N1CCOc2ccc(Cl)cc21)N1CCC2(CC1)OCCO2	0.8%	0.5%	-1.5%	-8.8	nt	-35.1	nt	0.4%	-2.8%	19.4	3.4%
N#CC(C#N)=Cc1cccnc1	3.3%	-3.8%	0.1%	-9.6	2.8	10.2	-9.3%	-3.5%	nt	6.5	0.6%
C=CCn1c(O)c(C(CC)=Nc2ccc3c(c2)CCC3)c(=O)[nH]c1=O	0.2%	2.3%	3.1%	16.1	1.7	3.9	1.6%	-13.4%	-2.6%	-6.1	8.1%
CCC(C)OC(=O)c1c(N)n(Cc2cccs2)c2nc3ccccc3nc12 (centres undefined)	-0.5%	?	-0.2%	10.9	-7.9	-9.7	0.2%	-24.6%	7.1%	-2.1	-1.2%
CCCCCCOc1ccc(CN2CCN(CCO)CC2)cc1	-2.7%	-17.3%	-0.1%	11.6	6.5	15.6	-3.0%	-17.3%	nt	-3.0	-2.4%
c1ccc(-c2[nH]c(-c3ccccc3)[n+](CC3CO3)c2-c2ccccc2)cc1 (centres undefined)	2.0%	?	-0.8%	?	10.8	1.1	-0.8%	-0.9%	-3.6%	3.7	3.3%
COc1ccc(C2N(c3cc(C)on3)C(=O)C3CCCN32)cc1 (centres undefined)	0.7%	0.3%	-0.1%	25.9	-0.7	7.7	2.9%	-14.7%	2.0%	nt	0.6%
CCN1C[C@]2(COC)CC[C@H](OC)[C@@]34C1[C@]1(OCO[C@@]15C[C@H](OC)[C@H]1C[C@@H]3[C@@H]5[C@H]1OC)[C@@H](O)[C@H]24	nt	-0.3%	0.3%	-14.2	nt	-6.5	nt	5.9%	1.8%	13.7	2.4%
CCc1c(-c2ccccc2)nc2ccccc2c1C(=O)N1CCC2(CC1)OCCO2	0.0%	-2.5%	-1.0%	-12.7	nt	-15.3	nt	5.9%	3.2%	20.0	4.0%
CC(=O)OC1CC[C@]2(C#N)[C@H]3CC[C@]4(C)[C@H](C5C=CC(=O)O5)CCC4(O)C3CCC2(O)C1 (some centres undefined)	-1.4%	5.0%	0.0%	-10.5	-2.2	-3.9	nt	11.7%	4.7%	-1.9	-0.9%
O=C(NCc1cccnc1)Nc1ccccc1Cl	2.0%	-11.9%	0.4%	22.8	nt	-2.7	nt	-1.2%	-7.6%	13.5	2.1%
C[n+]1c(-c2ccccc2)cc(CCCCc2cc(-c3ccccc3)[n+](C)c(-c3ccccc3)c2)cc1-c1ccccc1	4.4%	7.8%	-0.1%	-1.3	-8.2	4.7	15.7%	4.6%	-4.3%	5.2	-6.8%
COc1cccc(C2CC(c3cccs3)=NN2C(=O)CSC2=NCCS2)c1OC (centres undefined)	-8.7%	?	-0.7%	-11.9	nt	1.2	0.1%	10.3%	-8.9%	-30.8	-1.6%
N#CC(C#N)=Cc1ccc(N2CCOCC2)cc1	-1.0%	-2.9%	-0.5%	-11.0	-3.9	-1.5	1.5%	-4.7%	-10.2%	0.4	0.0%
O=C1CCCc2cc3c(cc21)CC1(C3)Cc2cc3c(cc2C1)C(=O)CCC3	8.5%	?	-0.5%	-26.7	2.0	-15.3	1.0%	-15.6%	?	-3.1	1.7%
CCc1ccc2nc(N3CCC(C(=O)N4CCC5(CC4)OCCO5)CC3)sc2c1	-0.6%	?	0.1%	-14.3	4.7	11.8	2.6%	-13.7%	-4.5%	-0.2	-3.4%
CN1CC(C(=O)c2ccc(Cl)cc2)C(c2ccccc2F)C1 (centres undefined)	0.0%	-5.1%	0.0%	-1.7	-1.6	23.2	-0.1%	4.1%	-2.9%	-6.2	-6.0%
CC1=[N+]([O-])C2(N)CCc3nonc3C2(O)C1 (centres undefined)	6.4%	4.2%	-0.1%	0.0	4.4	-1.3	-0.8%	1.0%	-0.1%	7.6	2.2%
CCOP(=O)(OCC)C(NC(=O)c1ccc(C)cc1)C(Cl)(Cl)Cl (centres undefined)	nt	-5.6%	-1.0%	21.7	2.4	-6.1	-23.6%	-1.9%	0.6%	-0.1	-0.7%
Cc1cc(=O)n(-c2ccccc2)n1-c1ccccc1	-0.5%	0.0%	-2.5%	-3.0	2.2	3.6	-1.8%	3.6%	4.8%	-16.2	0.3%
Cc1ccc2nc(N3CCC(C(=O)N4CCC5(CC4)OCCO5)CC3)sc2c1	-0.5%	-9.5%	0.0%	24.0	-1.2	-1.5	-12.4%	20.8%	1.5%	5.1	3.7%
CCn1c(O)c(C=NCCc2c[nH]c3ccccc23)c(=O)[nH]c1=O	-1.1%	3.6%	0.1%	-2.0	-0.4	-3.7	-0.7%	5.1%	nt	9.8	-0.3%

Assay outcomes: PubChem, National Center for Advancing Translational Sciences (NCATS)
